# Compound activity (PubChem)
# SIAE primary = human SIAE inhibitors, primary screen, biochemical, fluorescence polarization, FP-Rh probe, 1536-well HTS | 370,000 tested, 0.69% active | Sialate O-acetylesterase (Homo sapiens), Q9HAT2 | inhibition, % at 9.66 µM | SIAE FP-Rh probe binding | AID 1053197, 2014;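 active = inhibition above a cutoff: mean of compounds within the control limits plus 3 SD of those, cut at about 17% in these data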;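 also: 0% = plate median of compound wells and 100% = probe without SIAE protein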
# LEDGF integ inh = blockers of LEDGF/p75-dependent integrase strand transfer – biochemical, TR-FRET, high throughput, primary screen | inhibition, % at 3.7 µM | HIV-1 integrase (with human LEDGF/p75) | AID 743269, 2014 | 370,000 tested, 0.64% active | TR-FRET IN-LEDGF/p75 DNA integration, Eu/Cy5;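 active = inhibition above the screen-wide mean plus 3 SD, cut at about 13% in these data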;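 also: signal is the Cy5 over europium emission ratio at 671 and 618 nm; 0% = plate median of compound wells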
# HTRA1 inhibitor = HTRA1 serine protease inhibitors, primary screen, biochemical, fluorescence polarization, HTS. Q92743. recombinant HTRA1, FP-rhodamine activity-based probe. inhibition, % at 5.96 µM. 340,000 tested, 0.5% active. AID 504803, 2011; in the data active = inhibition above about 36%;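 also: 0% = enzyme with DMSO and 100% = wells lacking enzyme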
# Target sequence (Q92743 whole entry, looked up): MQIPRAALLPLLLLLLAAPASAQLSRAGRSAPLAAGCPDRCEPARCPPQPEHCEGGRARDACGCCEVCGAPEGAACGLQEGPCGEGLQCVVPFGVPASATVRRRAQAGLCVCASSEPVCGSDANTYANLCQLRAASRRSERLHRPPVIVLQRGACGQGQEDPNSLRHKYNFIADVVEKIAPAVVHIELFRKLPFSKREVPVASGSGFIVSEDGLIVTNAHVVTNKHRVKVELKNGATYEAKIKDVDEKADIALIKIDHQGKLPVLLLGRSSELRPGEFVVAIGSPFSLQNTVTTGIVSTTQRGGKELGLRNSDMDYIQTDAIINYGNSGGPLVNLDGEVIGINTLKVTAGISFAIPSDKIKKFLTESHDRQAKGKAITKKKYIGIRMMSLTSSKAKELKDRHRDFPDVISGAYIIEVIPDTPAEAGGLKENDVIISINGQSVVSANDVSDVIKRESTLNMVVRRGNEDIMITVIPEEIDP
# TCR-CD3 inh = inhibitors of human TCR-CD3 interaction, primary screen, biochemical, fluorescence, TAMRA-labeled TCR probe; T-cell receptor (TCR); inhibition, % at 9.4 µM; 360,000 tested, 0.37% active; AID 651800, 2012; in the data active = inhibition above about 19%;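 also: recombinant mutant TCR 2C K166C tagged with TAMRA read by polarization; 0% = receptor in buffer alone and 100% = receptor with positive control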
# GC-B act = human GC-B receptor activators, primary screen, HEK293 GC-B cells, cGMP TR-FRET, EC30 CNP. Atrial natriuretic peptide receptor 2 (Homo sapiens), P20594. 0% at EC30 CNP, 100% saturating CNP. activation, % at 10 µM. 370,000 tested, 0.11% active;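 active = activation at 10 µM reaching about 35% in either raw or pattern-adjusted values, limit read from the data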
# MBD2 DNA inh = inhibitors of MBD2 binding to methylated DNA, primary screen, biochemical, TR-FRET, DNA-binding domain, human; 370,000 tested, 0.31% active; MBD2 binding to methylated oligonucleotide; Methyl-CpG-binding domain protein 2 (Homo sapiens), Q9UBB5; AID 686964, 2013; inhibition, % at 4.4 µM; in the data active = inhibition above about 13%
# ABHD4 inh = ABHD4 inhibitors, primary screen, biochemical, fluorescence polarization, mouse | (Lyso)-N-acylphosphatidylethanolamine lipase (Mus musculus), Q8VD66 | purified mABHD4, FP-Rh probe fluorescence polarization | inhibition, % at 8.92 µM | 370,000 tested, 0.54% active;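 active = inhibition exceeding the mean over every tested compound plus 3 SD, cut at about 30% in these data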;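 also: 0% = plate median of compound wells and 100% = S159A mutant with DMSO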
#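 Assay system: Wild-type mouse ABHD4 protein | Medium: HEPES pH 7.0 buffer, 150 mM NaCl, 0.01% Pluronic F-127 | Incubation: Enzyme–compound pre-incubation 45 min, then probe 60 min, both 25 °C | Technique: Fluorescence polarization with parallel and perpendicular emission, 525/598 nm | Evaluation: % inhibition of FP-Rh probe binding versus controls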
# rCAG RNA binder = binders of r(CAG) RNA repeats, primary screen, biochemical, fluorescence. r(CAG) RNA repeat, TO-PRO-1 dye displacement fluorescence. inhibition, % at 3 µM. 370,000 tested, 1.3% active. AID 651821, 2012;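 active = inhibition above the plate cutoff, the mean of all test compounds on that plate plus 3 SD, cut at about 35% in these data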;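 also: 0% = DMSO alone and 100% = 100 µM mitoxantrone as full dye displacement; higher means more dye released from RNA so lower well fluorescence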
# PRMT1 FP inh = PRMT1 methyltransferase inhibitors, primary screen, biochemical, fluorescence polarization; Protein arginine N-methyltransferase 1 (Homo sapiens), Q99873; inhibition, % at 2.79 µM; 370,000 tested, 1.3% active; AID 652257, 2013; recombinant PRMT1, activity-based probe fluorescence polarization;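 active = inhibition above about 21% made by adding two undisclosed values, limit read from the data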
# TDP2 inh = human TDP2 enzyme inhibitors, primary screen, biochemical, epi absorbance, recombinant enzyme; Tyrosyl-DNA phosphodiesterase 2 (Homo sapiens), O95551; T5PNP hydrolysis, p-nitrophenol absorbance 415 nm; inhibition, % at 12.8 µM; 370,000 tested, 0.34% active; AID 720702, 2013;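 active = inhibition above the mean of all tested compounds plus 3 SD, set per campaign, cut at about 25% in these data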;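 also: 0% = DMSO with enzyme and 100% = buffer with substrate but no TDP2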
# Target sequence (O95551 whole entry, looked up): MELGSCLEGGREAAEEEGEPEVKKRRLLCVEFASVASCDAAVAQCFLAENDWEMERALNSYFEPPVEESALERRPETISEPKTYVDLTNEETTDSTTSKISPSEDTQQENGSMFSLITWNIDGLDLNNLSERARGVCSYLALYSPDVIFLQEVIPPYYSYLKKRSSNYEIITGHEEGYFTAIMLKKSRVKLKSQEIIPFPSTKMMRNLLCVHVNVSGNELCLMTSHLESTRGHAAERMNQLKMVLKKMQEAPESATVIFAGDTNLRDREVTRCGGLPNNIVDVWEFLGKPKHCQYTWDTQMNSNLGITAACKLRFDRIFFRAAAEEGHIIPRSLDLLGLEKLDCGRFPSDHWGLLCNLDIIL
#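 Incubation: 2 h at 37 °C; Test system: recombinant human TDP2; Quantity: enzyme 120 nM; Read-out basis: percent inhibition; Medium: 50 mM Tris-HCl pH 7.5 with Mg2+, KCl, DTT, BSA; Repeats: single replicate; Compound: 12.8 µM single point, 1% DMSO; Signal: epi absorbance; Reagent: 5 mM T5PNP chromogenic substrate; Benchmarks: no-enzyme high, DMSO-plus-enzyme low.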
# * = called active by the depositor; . = not tested or not shown. These rows are one share of the data. The share of hits here may be higher or lower than overall.
SMILES,SIAE primary,LEDGF integ inh,HTRA1 inhibitor,TCR-CD3 inh,GC-B act,MBD2 DNA inh,ABHD4 inh,rCAG RNA binder,PRMT1 FP inh,TDP2 inh
O=C1Cc2cccc(=O)c(O)c2C(=O)O1,-2,20*,12,10,-2,13*,14,6,17,8
C=CCNC(=O)/C(C#N)=C/c1c(N2CCN(c3ccccc3)CC2)nc2c(C)cccn2c1=O,-3,-4,2,0,10,0,4,3,2,4
CCc1ccc2c(c1)[C@H]1OCC[C@H]1[C@@H](c1cccs1)N2,8,10,4,1,-3,-6,-3,-3,1,-13
COc1ccccc1N1CCN(CCCn2c(=S)[nH]c3ccccc3c2=O)CC1,-7,0,-7,-2,-8,0,-6,-5,2,2
COc1ccc(Cl)cc1C(=O)OCC(=O)N(CC(C)C)c1c(N)n(Cc2ccccc2)c(=O)[nH]c1=O,1,-2,-19,4,3,2,-12,-4,-2,5
S=C1N(c2ccccc2)C(c2cccc3ccccc23)N2CCCN12 (stereo unspecified),2,-2,-1,-1,-5,-5,3,1,-2,4
Cn1c(=O)c2c(SCc3ccccc3)nc(C3CC3)nc2n(C)c1=O,0,-1,1,8,-1,3,-3,2,1,10
O=C(NCc1ccccn1)c1cccc(NS(=O)(=O)c2cccc(F)c2)c1,9,2,-2,2,-5,-6,2,4,0,5
CC1Oc2ccccc2C=C1/C=N/NC(=O)c1ccccc1 (stereo unspecified),-2,2,-13,0,4,3,-8,-2,0,0
O=C(NC(=S)NC1CCCCC1)c1ccccc1,-2,-4,-11,-7,-6,3,-2,-8,-1,2
CC(C)CN1C(=O)C[C@@]2(C(=O)N(C)c3ccc(NC(=O)C(F)(F)F)cc32)C1c1ccccc1 (stereo partly specified),3,1,.,.,3,1,-1,-1,-3,2
C/C(=N\NC(=O)c1nnn(-c2nonc2N)c1-c1ccccc1)c1ccco1,-2,-4,-6,-4,2,1,5,2,2,-5
O=C(O)COc1ccc(/C=N/n2cnc3scc(-c4cccs4)c3c2=O)cc1,-3,0,-6,-8,0,-1,5,-1,0,-6
CCOC(=O)Nc1sc(C)c(C)c1C(N)=O,4,-4,-1,-8,5,5,-3,-4,1,3
Cn1c(N2CCC(C(N)=O)CC2)nc2c1c(=O)n(Cc1ccc(Br)cc1)c(=O)n2C,4,0,1,-2,0,3,-1,-4,-2,12
CC(C)OCCCNC(=O)c1ccc2c(c1)S(=O)(=O)c1ccccc1C2=O,2,3,-1,3,2,-2,6,-5,-3,-3
CCN(CC)c1cc2c(c3c1ccn3C)C1CCC2C1 (stereo unspecified),4,-1,.,-5,-2,1,-5,2,2,8
CN(CC(=O)Nc1ccc(Cl)c(C(F)(F)F)c1)C(=O)CCN1C(=O)C2CC=CCC2C1=O (stereo unspecified),-2,-5,-3,7,3,2,-8,-3,5,-17
O=C(O)CC(c1ccccc1)n1cnnn1 (stereo unspecified),-3,-3,6,-1,8,-1,3,1,-3,-6
COc1ccc(S(=O)(=O)NC(C)C(=O)O)cc1 (stereo unspecified),5,3,-2,-5,2,0,2,-1,0,-2
CC(C)NC(=O)CCCc1c[nH]c2ccccc12,-1,-1,11,-6,-5,7,-5,-2,9,-12
CC1(C(=O)NCc2ccccc2)CN(S(C)(=O)=O)CC(=O)N1CCCn1ccnc1 (stereo unspecified),2,1,.,2,-2,2,-3,0,-3,3
O=C(Nc1ccc2c(c1)OCCO2)c1cc(-n2cnnc2)ccc1Cl,-2,0,1,-1,0,4,1,1,-2,6
COc1ccc(NC(=O)CN(c2ccc(OC)c(Cl)c2)S(=O)(=O)c2ccccc2)cc1,-12,2,-15,5,2,3,-11,8,2,-18
COc1cc2ccccc2cc1C(=O)OCC(=O)c1c(N)n(C)c(=O)n(C)c1=O,-4,-2,-6,-4,0,1,-8,2,6,0
CCN(CCNC(=O)C1CCN(S(C)(=O)=O)CC1)c1ccccc1,2,-3,3,7,0,1,-5,-1,0,5
CSCCC(NS(=O)(=O)c1ccc2c(c1)oc(=O)n2C)C(=O)NCc1ccc(C)cc1 (stereo unspecified),-2,-2,1,9,-2,3,-4,0,5,-1
CCN(CC)S(=O)(=O)c1ccc(OC)c(NS(=O)(=O)Cc2ccccc2)c1,-6,1,0,-3,3,1,1,0,-4,13
Cc1cc(NC(=O)CSc2nc3c(sc4ccccc43)c(=O)n2CCc2ccccc2)n[nH]1,-30,2,-10,-10,-10,-1,-11,3,-1,-17
CCn1cc(CNC(=O)CCSc2nc(-c3ccco3)cc(C(F)(F)F)n2)cn1,0,2,.,-1,1,-3,-1,-3,2,-4
O=C(CN1C(=O)CCSc2ccc(S(=O)(=O)N3CCOCC3)cc21)Nc1ccccc1Cl,0,-4,-8,0,-1,11,-15,7,6,0
COc1ccc(/C=C/C(=O)NC(=S)NNC(=O)c2cc(OC)c(OC)c(OC)c2)cc1,0,-3,0,6,0,-1,2,17,-5,-2
NS(=O)(=O)c1ccc(CNC(=O)CSc2nc3ccc(Cl)cc3[nH]2)cc1,0,-2,-8,1,-1,0,-4,3,-2,5
Cc1cccc(C)c1-n1nnnc1C(c1ccnc2ccccc12)N(CCC#N)Cc1ccccc1 (stereo unspecified),4,3,.,3,-12,-7,-2,4,-4,8
CN(Cc1c(C(=O)N2CCc3ccccc3C2)nc2ccc(Cl)cn12)C(C1CC1)C1CC1,-4,1,1,4,4,0,-5,-6,-4,-5
C[C@@H](NC(=O)c1nc[nH]c1C(=O)N1CCN(c2ccccc2)CC1)c1ccccc1,-3,0,1,-1,-1,-3,0,-5,0,-5
CCSc1nc(-c2cccs2)nc2ccccc12,-3,1,-14,9,-3,-2,-2,5,-2,-6
COCCCNc1nc(N)c([N+](=O)[O-])c(Nc2ccccc2OC)n1,-8,2,.,-6,-2,3,3,0,-1,1
COCC(C)n1c(C)cc(C(=O)CN2c3cccc4cccc(c34)S2(=O)=O)c1C (stereo unspecified),7,4,-2,-12,5,-1,8,4,-1,-2
O=C(Nc1ccc(F)cc1)c1cccc(N2C(=O)C3C4C=CC(C5CC45)C3C2=O)c1 (stereo unspecified),-4,-2,-19,8,3,2,-7,-4,-2,-8
COCCNC(=O)c1cccc(OC2CCN(C(C)COc3ccccc3)CC2)c1 (stereo unspecified),-1,-3,3,2,3,2,-7,-5,4,-14
COc1ccccc1Cc1c(-c2ccc(Cl)cc2)nc2ccc(C)cn12,1,-1,.,3,-2,5,-4,18,2,-5
CCOC(=O)[C@]12CCCC=C1N(Cc1ccc(OC)cc1)C(=O)[C@@H]2CC(=O)N1CCCC1,1,1,.,.,0,4,-1,1,-7,-3
COc1ccc(C(=O)NC(=S)Nc2ccc(CN3CCOCC3)cc2)cc1Br,-10,2,-18,8,8,-2,-13,-2,-5,-12
O=S(=O)(/N=C/c1c(O)ccc2ccccc12)c1cccs1,3,-1,.,4,0,-5,11,1,3,3
C=CCn1c(SCC(=O)Nc2ccc3c(c2)CCC3)nnc1-c1cccs1,2,-2,-23,2,-7,1,-10,-5,-2,8
O=C(Nc1cccc(C(=O)Nc2ccc(Br)cc2)c1)c1ccccc1,-12,1,-43,8,3,3,-13,10,-4,-6
O=C(CN1CCN(c2ccccc2Cl)CC1)NC1CCCc2ccccc21 (stereo unspecified),8,0,-18,-3,-16,-1,12,-8,0,6
CCOc1ccc(NC(=O)CN(c2ccc(OC)c(OC)c2)S(=O)(=O)c2ccc(C)cc2)cc1,-4,3,-4,1,3,-2,0,-1,0,0
CCOc1ccc(N(CC(=O)NC2CCCCCC2)S(=O)(=O)c2c(C)[nH]c(=O)[nH]c2=O)cc1,2,1,-4,8,1,0,5,17,-2,7
c1ccc(Cn2nnnc2CN2CCOCC2)cc1,2,-1,3,-1,5,2,6,-3,-3,-5
Cc1cccc(-n2c(O)c(C=Nc3ccccc3-c3n[nH]c(=S)[nH]c3=O)c3ccccc3c2=O)n1,-27,9,7,9,-2,-8,-13,46*,11,-16
O=C(CSc1n[nH]c(=O)n1-c1ccccc1)Nc1ccccc1C(F)(F)F,-5,-4,3,3,-2,2,0,2,2,5
CCc1nc2ccc(C(=O)NC(C)(C)C)cn2c1N(CC)Cc1cccc(Br)c1,-1,-1,.,-5,-8,1,-2,0,3,-8
COc1cc(CC(=O)Nc2cccc(C(F)(F)F)c2)cc(OC)c1OC,2,-2,4,0,3,-1,2,-2,1,4
CN1CC2([N+](=O)[O-])CC=C(OCCO)C([N+](=O)[O-])(C1)C2 (stereo unspecified),1,-6,3,-5,3,-2,2,8,2,-2
Cn1c(=O)c2c(nc(CN3CCc4ccccc4C3)n2Cc2cccc(Cl)c2)n(C)c1=O,3,5,-14,0,-5,-3,2,8,-4,4
O=C(NCCO)c1ccc2c3n(nc2c1)-c1ccc(Cl)cc1CO3,7,-3,-7,5,2,-4,3,5,-1,10
CCOC(=O)C1CCN(C(=O)c2ccccc2NS(=O)(=O)c2ccc(F)cc2)CC1,0,-3,2,7,1,-1,10,9,2,-3
COc1cccc(/C=N/NC(=O)c2ccc3nc[nH]c3c2)c1,8,2,3,2,2,-4,5,1,1,5

# Arranged by value in TCR-CD3 inh (lowest first): three from the list above.
compound | TCR-CD3 inh
COc1cc(CC(=O)Nc2cccc(C(F)(F)F)c2)cc(OC)c1OC | 0
CCOc1ccc(NC(=O)CN(c2ccc(OC)c(OC)c2)S(=O)(=O)c2ccc(C)cc2)cc1 | 1
CCOC(=O)C1CCN(C(=O)c2ccccc2NS(=O)(=O)c2ccc(F)cc2)CC1 | 7

# Further compounds:
SMILES,SIAE primary,LEDGF integ inh,HTRA1 inhibitor,TCR-CD3 inh,GC-B act,MBD2 DNA inh,ABHD4 inh,rCAG RNA binder,PRMT1 FP inh,TDP2 inh
CCCc1ccc2c(N)c(C#N)sc2n1,-6,-3,-1,-6,-2,4,-8,-3,6,-11
Cc1cc2c(cc1C)N1C(=O)c3cc4ccccc4cc3NC(=O)C1C(=O)N2 (stereo unspecified),-38,-1,.,5,7,1,2,2,-3,3
CCOC(=O)C1(C)CCCN(C(=O)c2ccc3snnc3c2)C1 (stereo unspecified),0,-1,.,6,-4,-2,4,-2,0,-5
Cc1nnc(SCC(=O)Nc2ccc3c4c(cccc24)CC3)n1C,-2,-2,3,6,2,-4,3,3,3,3
